# Source: PubChem (National Center for Advancing Translational Sciences (NCATS))
# HCMV inh – human cytomegalovirus inhibition. HFF cells, HCMV-luciferase reporter, 72 h; stronger effect = lower value. activity change, negative = inhibition, % at 57.5 µM. 410,000 tested, 4.5% active. AID 1259415; in the data active means activity change below about -60%; inconclusive means no clear call, values can overlap the other calls; inactive means above about -39%
#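 Inhibition of viral replication was scored as loss of reporter luminescence in HFFs infected with HCMV-luciferase (MOI 1 PFU/cell) for 72 h; compounds tested at 2 doses, normalized to buffer and Salinomycin controls.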
# LmPK inh – LmPK (Leishmania mexicana) enzyme inhibition | Potency, µM (doses to about 57.5 µM), without a hit: at the highest dose activity change, negative = inhibition, hits mostly inhibitors | purified LmPK, Kinase-Glo ATP luminescence, 1 h | AID 1721 | Q27686 | 290,000 tested, 0.37% active; further: potency means the concentration at half of the fitted maximal effect
# Target sequence (Q27686 whole entry, looked up): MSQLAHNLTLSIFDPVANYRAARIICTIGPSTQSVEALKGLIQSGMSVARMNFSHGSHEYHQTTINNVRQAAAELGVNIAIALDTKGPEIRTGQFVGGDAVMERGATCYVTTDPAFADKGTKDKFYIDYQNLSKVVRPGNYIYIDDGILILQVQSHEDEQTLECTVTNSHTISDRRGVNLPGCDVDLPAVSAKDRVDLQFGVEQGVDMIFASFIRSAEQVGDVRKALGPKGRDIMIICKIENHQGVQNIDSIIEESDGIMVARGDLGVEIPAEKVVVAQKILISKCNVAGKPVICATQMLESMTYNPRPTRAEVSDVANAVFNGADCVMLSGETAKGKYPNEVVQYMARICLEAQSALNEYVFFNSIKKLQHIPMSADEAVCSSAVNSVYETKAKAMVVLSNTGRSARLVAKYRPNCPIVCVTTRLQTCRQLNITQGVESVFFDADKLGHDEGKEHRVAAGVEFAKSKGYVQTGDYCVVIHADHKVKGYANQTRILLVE
#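 Kinase-Glo luminescence read after 1 h RT reaction of 0.1 nM LmPK with 0.5 mM PEP and 0.1 mM ADP. Activity scaled between uninhibited and enzyme-free controls.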
# AmpC inh detg – blocks E. coli AmpC beta-lactamase in detergent assay; P00811; AmpC hydrolysis of nitrocefin, absorbance 480 nm, 0.01% Triton; Potency, µM (highest dose often 114 µM), for inactives: at the highest dose activity change, negative = inhibition, hits mostly inhibitors; 370,000 tested, 0.041% active; AID 485294;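 further: potency means the concentration at half of the fitted maximal effect; 0% = no-compound wells and -100% = no-enzyme wells; nearly all actives have a fitted effect of over 25% in size; some results filed as inactive show a strong effect at the top dose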
# Target sequence (P00811 whole entry, looked up): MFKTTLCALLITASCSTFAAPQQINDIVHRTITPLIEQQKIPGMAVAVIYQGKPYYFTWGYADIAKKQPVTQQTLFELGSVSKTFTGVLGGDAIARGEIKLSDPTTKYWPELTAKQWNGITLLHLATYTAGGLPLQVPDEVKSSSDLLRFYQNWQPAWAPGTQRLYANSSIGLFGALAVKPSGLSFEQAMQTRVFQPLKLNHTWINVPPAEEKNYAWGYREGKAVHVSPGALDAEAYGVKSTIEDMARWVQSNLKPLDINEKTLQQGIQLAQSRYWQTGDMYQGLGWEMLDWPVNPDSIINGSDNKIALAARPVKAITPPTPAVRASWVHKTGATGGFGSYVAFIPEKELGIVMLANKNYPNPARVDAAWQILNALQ
#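 AmpC (5.3 nM in the dispensed reagent) in 20 mM phosphate pH 7.0 with 0.01% (detergent screen) or 0.0001% Triton X-100 was preincubated with compounds for 15 min at room temperature. Nitrocefin was then added from an 800 uM solution, and hydrolysis was followed at 480 nm.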
# AMA1 RON2 block – disrupts binding of P. falciparum AMA1 to RON2; AlphaScreen AMA1-biotinylated RON2 peptide binding; Potency, µM (series often up to 58.2 µM), for the others: at the top dose activity change, negative = inhibition, actives largely listed as inhibitors; 360,000 tested, 0.2% active;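 further: potency means the concentration at half of the fitted maximal effect; 0% = vehicle wells and -100% = peptide control; nearly all actives have a fitted effect of over 45% in size; some results filed as inactive show a strong effect at the top dose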
#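 AMA1 (3D7) with his tag at 25 nM final met compounds first, then biotinylated RON2 peptide at 25 nM; detection used donor plus acceptor beads, 10 µg/mL apiece, read by AlphaScreen after 30 min at room temperature.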
# TbPYK inhibitor – blocks Trypanosoma brucei pyruvate kinase. AID 624173. TbPYK enzyme, Kinase-Glo Plus ATP luminescence, 45 min. Q57TT1. Potency, µM (top dose mostly 76.8 µM), without a hit: at the highest dose activity, negative = inhibition, most hits filed as inhibitors. 410,000 tested, 0.12% active; further: potency means the concentration at half of the fitted maximal effect; nearly all actives have a fitted effect of over 50% in size
#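 TbPYK + substrate in 50 mM TEA pH 7.2, 100 mM KCl, 10 mM MgCl2, 0.05% BSA, 0.01% Tween-20; cpd pinned; ADP 130 uM final; 45 min RT; Kinase-Glo Plus 10 min; luminescence endpoint.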
# Sm TGR block – S. mansoni TGR enzyme inhibition. purified TGR, DTNB reduction, TNB absorbance 405 nm. AID 485364. Q962Y6. 360,000 tested, 3% active. Potency, µM (top dose mostly 114 µM), inactives show at the highest dose activity change, negative = inhibition, usual class: inhibitors; further: potency means the concentration at half of the fitted maximal effect; nearly all actives have a fitted effect of over 60% in size
#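 TGR 20 nM + NADPH 100 uM (dispensed conc.), cpd preinc 15 min RT; start with NADPH (500 uM addition) then DTNB (15 mM addition). Kinetic TNB absorbance, 405 nm filter. Four-parameter Hill fit across titration.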
# AmpC no deterg – AmpC beta-lactamase inhibition without detergent; P00811; AmpC nitrocefin hydrolysis, absorbance 480 nm, 0.0001% Triton; Potency, µM (doses to about 57.1 µM), for inactives: top-dose activity change, negative = inhibition, hits mostly inhibitors; 330,000 tested, 0.52% active;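 further: potency means the concentration at half of the fitted maximal effect; plate controls were no compound for no effect and no enzyme for full effect; nearly all actives have a fitted effect of over 20% in size; some results filed as inactive show a strong effect at the top dose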
#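 AmpC (5.3 nM in the dispensed reagent) in 20 mM phosphate pH 7.0 with 0.01% (detergent screen) or 0.0001% Triton X-100 was preincubated with compounds for 15 min at room temperature. Nitrocefin was then added from an 800 uM solution, and hydrolysis was followed at 480 nm.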
# Active calls of the source: *; ? = inconclusive; . = not tested or not shown; [ ] = another dose, or the depositor's remark. Unless noted, the call rests on the fitted dose curve; in most records, active means well fitted curve in the direction sought with a large enough effect; inconclusive means small, poorly fitted or top-dose-only effect, or another doubt; inactive means no such curve, though single readings can be large; an effect the other way counts as inactive or inconclusive. Unless noted, on the % scale 0 is the no-effect control and ±100 the full control effect.
canonical_smiles	AMA1 RON2 block	LmPK inh	AmpC inh detg	TbPYK inhibitor	AmpC no deterg	Sm TGR block	HCMV inh
NC(N)=NS(=O)(=O)c1ccc(NC(=S)NC(=O)c2sc3ccccc3c2Cl)cc1	20.3%	1.1%	-0.9%	4.1%	-31.6%	0.0%	?
COc1ccc(N2CCN(CCCNC(=O)C3CCCN(S(=O)(=O)c4c(C)n[nH]c4C)C3)CC2)cc1 (centres undefined)	0.1%	-8.9%	2.7%	-2.5%	0.2%	9.9%	-9.9
COC(=O)c1cn(-c2ccccc2)nc1-c1ccc(OC)c(OC)c1	-5.6%	3.0%	-7.5%	-1.9%	27.6%	2.4%	-7.0
CCCCc1cc(=O)oc2cc(C)cc(OCC(=O)O)c12	-3.5%	0.9%	?	-11.7%	-18.7%	5.8%	-20.6
Cc1nn(-c2ccccc2)c(Cl)c1/C=C(\CC(=O)O)c1nc2ccccc2s1	7.3%	5.5%	0.1%	-6.4%	-7.4%	-10.3%	16.1
COc1ccc2[nH]c3c(c2c1)CCN1C(=O)C(CC(=O)NCCC2=CCCCC2)C[C@H](C(=O)N2CCOCC2)[C@@]31C (some centres undefined)	-9.4%	.	.	3.2%	230.2%[activator]	.	-2.3
Cn1c(/C=C/c2cccc([N+](=O)[O-])c2)c([N+](=O)[O-])c(=O)n(C)c1=O	-6.7%	0.2%	-5.6%	-4.7%	-3.2%	-13.8%	-102.3*
O=S(=O)(Cc1ccccc1)N=Nc1c(O)[nH]c2ccc(Br)cc12	1.0%	-9.3%	2.0%	-21.1%	-14.5%	1.7%	.
O=C(NCc1ccccn1)c1ccc(N2CCCC2)c([N+](=O)[O-])c1	6.7%	2.2%	?	-1.2%	-22.5%[11.4 µM]	-6.7%	-27.8
CCc1ccc(-n2c(=O)c3cccnc3n2CC(=O)NCc2ccc(C)cc2)cc1	.	.	6.7%	-6.3%	.	12.0%	-17.5
Cn1ccnc1C1CCCCN1Cc1nc(Cc2ccccc2F)no1 (centres undefined)	-0.3%	2.8%	7.7%	1.2%	0.0%	-4.3%	32.8
CC1(C)Cc2cccc(OCC(=O)NC3CC3)c2O1	16.5%	0.7%	-10.3%	-11.1%	1.9%	6.0%	43.4
CC1CCCC(NC(=S)Nc2cccc(S(=O)(=O)N(C)C)c2)C1C (centres undefined)	-0.1%	0.2%	1.0%	-3.1%	-36.7%	?	-15.8
O=C(Nc1nnc2n1CCS2)c1ccccc1C(F)(F)F	.	.	3.2%	-2.2%	.	2.7%	10.1
Cc1cccc(-c2nc3nc(C)cc(N4CCN(c5ccccc5)CC4)n3n2)c1	.	.	3.3%	-4.2%	.	0.2%	-12.5
O=C(CSc1nnc2ccccn12)Nc1nsc(-c2ccccc2)n1	-2.2%	-2.6%	-14.8%	-2.8%	-11.0%	7.2%	-26.9
COc1ccc(C2C(=O)c3ccccc3C2=O)c(OC)c1	-5.4%	-0.4%	?	2.3%	0.5%	-8.4%	39.0
O=C(COc1ccc(Br)cc1)NC1CC1	-1.8%	-6.0%	2.9%	-0.1%	1.5%	0.0%	34.0
O=C(CC(c1cccs1)N1Cc2ccccc2C1=O)Nc1ccccc1 (centres undefined)	.	.	-0.5%	-2.0%	.	-1.5%	-7.1
CC(C)C(NC(=O)c1cccs1)C(=O)NC1=NCCS1 (centres undefined)	2.1%	-0.7%	1.5%	1.2%	-10.5%	6.9%	-23.1
Cc1cc(=O)oc2cc(OCC(=O)NC3CCN(Cc4ccccc4)CC3)ccc12	51.5%[activator]	-2.7%	-1.8%	5.0%	-4.4%	-7.0%	-34.9
Cc1ccc(S(=O)(=O)Nc2nc3c(s2)C(=O)CC(C)(C)C3)cc1	2.2%	3.3%	-11.1%	-26.0%	-57.8%	.	16.7
C=Cc1ccc(Cn2ccn(-c3ccc(F)c(F)c3)c(=O)c2=O)cc1	.	.	21.5%	2.1%	.	0.8%	-20.0
O=C(Nc1nc2ccccc2s1)C1CCCO1 (centres undefined)	-6.1%	-9.5%	2.7%	2.1%	-20.2%	15.4%[11.4 µM]	85.6
CCOc1ccc(N(CC(=O)Nc2nccs2)S(=O)(=O)c2c(C)[nH]c(=O)[nH]c2=O)cc1	-1.9%	6.9%	1.3%	-14.3%	-19.9%	2.3%	22.1
CSCc1ccc(C(=O)NCc2ccc(F)cc2)cc1	-13.7%	-0.8%	3.4%	-6.0%	-10.2%	-1.3%	-30.0
CCOc1ccc(Br)cc1S(=O)(=O)Nc1cccc(-c2ccc(OC)nn2)c1	.	.	1.0%	2.3%	.	-4.9%	16.9
Cc1ccc2cccc(OC(=O)N(C)c3ccccc3)c2n1	2.2%	2.9%	-2.4%	8.8%	4.0%	4.3%	?
S=C1NCCN1CC1CCN(CCC23CC4CC(CC(C4)C2)C3)CC1	-3.5%	.	.	0.4%	.	.	-17.1
CC(C)c1ccc(S(=O)(=O)NC2CCCC2)cc1	-7.7%	1.2%	-2.8%	3.1%	-23.9%	-13.3%	-5.2
O=C(CS(=O)(=O)c1ccccc1)Nc1ccc(S(=O)(=O)Nc2ncccn2)cc1	0.2%	0.8%	-0.3%	0.4%	-27.8%	-0.9%	4.4
CCC(C)N=CC1=C(O)CC(c2ccccc2)CC1=O (centres undefined)	-10.5%	4.8%	-14.9%	0.7%	8.0%	0.0%	4.6
C/C(=N/NS(=O)(=O)c1cc(C)ccc1C)c1ccncc1	-13.4%	-2.1%	5.0%	-19.1%	-5.0%	-3.2%	-24.1
CCN(CC(=O)Nc1c(F)cccc1F)C(=O)c1ccc(C)c(S(=O)(=O)N2CCCCC2)c1	19.3%	.	-11.6%	8.5%	18.7%	2.0%	.
COc1ccc(NS(=O)(=O)c2ccc(C(=O)N3CCCCCC3)cc2)cc1	57.7%[activator]	.	.	19.2%	-0.5%	.	-74.4*
COC(=O)CSc1nc(N2CCOCC2)c2c(c1C#N)CC(C)(C)N(C)C2	-2.7%	-11.2%	-8.0%	0.6%	-12.1%	-17.5%	-22.5
COc1cc(C(=O)OCCNC(=O)c2cccnc2)cc(OC)c1OC	1.3%	.	.	-13.4%	-12.4%	.	31.8
COc1cc(S(=O)(=O)N2CCN=C2c2ccccc2)ccc1F	-4.3%	6.2%	-3.9%	-5.9%	-3.5%	-11.2%	-5.1
CC1CCCC(C)N1C(=O)c1ccccc1Nc1ccc(SC(F)F)cc1 (centres undefined)	-7.2%	1.4%	0.5%	0.5%	9.5%	-14.3%	-20.0
S=c1[nH]nc(-c2ccco2)n1/N=C/c1ccccn1	.	2.7%	-4.9%	.	-3.4%[2.29 µM]	-1.7%	.

# Full records from above. Screens in order: AMA1 RON2 block, LmPK inh, AmpC inh detg, TbPYK inhibitor, AmpC no deterg, Sm TGR block, HCMV inh
# `O=C(CS(=O)(=O)c1ccccc1)Nc1ccc(S(=O)(=O)Nc2ncccn2)cc1` across the screens: 0.2%, 0.8%, -0.3%, 0.4%, -27.8%, -0.9%, 4.4
# `O=C(CC(c1cccs1)N1Cc2ccccc2C1=O)Nc1ccccc1` (centres undefined) across the screens: ., ., -0.5%, -2.0%, ., -1.5%, -7.1

# More results follow:
canonical_smiles	AMA1 RON2 block	LmPK inh	AmpC inh detg	TbPYK inhibitor	AmpC no deterg	Sm TGR block	HCMV inh
O=c1[nH]c(C2CCN(S(=O)(=O)Cc3ccccc3)CC2)nc2c1nnn2Cc1ccccc1Cl	5.0%	2.3%	0.9%	-2.2%	-15.2%	-9.0%	-30.0
CN1CCN(c2ccc3nccnc3c2)CC1	3.9%	0.8%	-1.5%	-1.9%	-33.8%	2.8%	12.0
Cc1nc(C)c(C(=O)NNS(=O)(=O)c2ccc3ccccc3c2)s1	44.3%[activator]	2.1%	2.2%	8.0%	4.4%	2.4%	-73.0*
O=C1OC(N2C(=O)CC[C@H]2C(=O)Nc2ccc(Br)cc2F)c2ccccc21 (some centres undefined)	1.2%	-4.2%	-10.0%	-1.7%	-4.9%	-15.5%	0.0
COc1ccc(NC(=O)CCCSc2nc(-c3ccco3)cc(C(F)(F)F)n2)cc1	.	.	29.7%	4.3%	.	5.5%	-16.0
Nc1nc(-c2ccc(Cl)cc2)c(N=Nc2ccc(S(=O)(=O)N3CCOCC3)cc2)s1	-8.3%	-12.8%	-10.5%	-10.4%	-27.9%	-15.3%	-27.7
CCn1cc(Br)c(C(=O)Nc2ccccc2C(=O)OC)n1	-8.0%	-1.0%	-12.5%	1.4%	-0.9%	32.4%	81.3
COCCCNC(=S)NCCc1ccc(F)cc1	-0.8%	-1.8%	-0.8%	-4.3%	-9.8%	1.5%	15.0
N#C/C(=C\c1ccc(N2CCOCC2)cc1)c1ccccc1	?	1.1%	-1.0%	11.7%	0.2%	-6.1%	88.9
CCOC(=O)[C@@H]1[C@H]2COc3ccc(Br)cc3[C@H]2N2C(=O)N(c3ccc(Cl)cc3)C(=O)[C@@]12C	-11.2%	-1.9%	?	0.9%	4.7%	13.9%	.
COc1ccc(CN(C(C)=O)c2cccc(C)c2C)cc1	-2.1%	1.8%	2.6%	-4.1%	28.2%	6.0%	-3.5
COC(=O)c1ccccc1NC(=O)C1CC(=O)N(c2ccc(C)cc2)C1 (centres undefined)	-11.7%	4.6%	?	-3.3%	2.1%	-24.6%	-17.9
CC(C)Cn1c(=O)c2sccc2n2c(CCCC(=O)NCCc3ccc(Cl)cc3)nnc12	.	.	-5.5%	2.1%	.	-10.5%	?
CCCCNc1nc2c(S(=O)(=O)c3ccc(Cl)cc3)nnn2c2ccsc12	.	.	-8.1%	-3.4%	.	-3.4%	11.6
COc1ccccc1CNC(=O)C1CCN(c2nnc(C)c3c(C)n(-c4ccccc4)nc23)CC1	.	.	-4.0%	-4.6%	.	-0.8%	?
COc1ccc(N=C2SC(C(=O)N3CCN(c4ccc([N+](=O)[O-])cc4)CC3)CC(=O)N2C)cc1 (centres undefined)	-23.8%	-0.6%	-9.2%	-8.1%	0.5%	.	-16.7
COc1cc(C)c(NC(c2ccccc2)c2ccccc2)cc1OC	35.5µM*	0.3%	-5.5%	-1.1%	-6.4%	-21.7%	-7.6
O=C(/C=C/c1ccc([N+](=O)[O-])cc1)N1CCN(c2ccccc2F)CC1	5.8%	-0.8%	-11.9%	6.9%	-26.2%	-3.8%	-5.4
